# KDM5B inh: inhibitors of human KDM5B histone demethylase; Potency, µM (top dose mostly 57.7 µM), for inactives: at the top dose activity change, negative = inhibition, most hits filed as inhibitors; actives 2.6% (n = 220,000); Q9UGL1; KDM5B demethylase, FDH-coupled NADH fluorescence (FDH is formaldehyde dehydrogenase); AID 1347165; active = well fitted inhibition curve with a large enough effect; inconclusive = small, poorly fitted or top-dose-only effect; inactive = no such curve, though single readings can be large or run the other way; also: 0% is about no effect; nearly all actives have a fitted effect of over 70% in size
# Target sequence (Q9UGL1 whole entry, looked up): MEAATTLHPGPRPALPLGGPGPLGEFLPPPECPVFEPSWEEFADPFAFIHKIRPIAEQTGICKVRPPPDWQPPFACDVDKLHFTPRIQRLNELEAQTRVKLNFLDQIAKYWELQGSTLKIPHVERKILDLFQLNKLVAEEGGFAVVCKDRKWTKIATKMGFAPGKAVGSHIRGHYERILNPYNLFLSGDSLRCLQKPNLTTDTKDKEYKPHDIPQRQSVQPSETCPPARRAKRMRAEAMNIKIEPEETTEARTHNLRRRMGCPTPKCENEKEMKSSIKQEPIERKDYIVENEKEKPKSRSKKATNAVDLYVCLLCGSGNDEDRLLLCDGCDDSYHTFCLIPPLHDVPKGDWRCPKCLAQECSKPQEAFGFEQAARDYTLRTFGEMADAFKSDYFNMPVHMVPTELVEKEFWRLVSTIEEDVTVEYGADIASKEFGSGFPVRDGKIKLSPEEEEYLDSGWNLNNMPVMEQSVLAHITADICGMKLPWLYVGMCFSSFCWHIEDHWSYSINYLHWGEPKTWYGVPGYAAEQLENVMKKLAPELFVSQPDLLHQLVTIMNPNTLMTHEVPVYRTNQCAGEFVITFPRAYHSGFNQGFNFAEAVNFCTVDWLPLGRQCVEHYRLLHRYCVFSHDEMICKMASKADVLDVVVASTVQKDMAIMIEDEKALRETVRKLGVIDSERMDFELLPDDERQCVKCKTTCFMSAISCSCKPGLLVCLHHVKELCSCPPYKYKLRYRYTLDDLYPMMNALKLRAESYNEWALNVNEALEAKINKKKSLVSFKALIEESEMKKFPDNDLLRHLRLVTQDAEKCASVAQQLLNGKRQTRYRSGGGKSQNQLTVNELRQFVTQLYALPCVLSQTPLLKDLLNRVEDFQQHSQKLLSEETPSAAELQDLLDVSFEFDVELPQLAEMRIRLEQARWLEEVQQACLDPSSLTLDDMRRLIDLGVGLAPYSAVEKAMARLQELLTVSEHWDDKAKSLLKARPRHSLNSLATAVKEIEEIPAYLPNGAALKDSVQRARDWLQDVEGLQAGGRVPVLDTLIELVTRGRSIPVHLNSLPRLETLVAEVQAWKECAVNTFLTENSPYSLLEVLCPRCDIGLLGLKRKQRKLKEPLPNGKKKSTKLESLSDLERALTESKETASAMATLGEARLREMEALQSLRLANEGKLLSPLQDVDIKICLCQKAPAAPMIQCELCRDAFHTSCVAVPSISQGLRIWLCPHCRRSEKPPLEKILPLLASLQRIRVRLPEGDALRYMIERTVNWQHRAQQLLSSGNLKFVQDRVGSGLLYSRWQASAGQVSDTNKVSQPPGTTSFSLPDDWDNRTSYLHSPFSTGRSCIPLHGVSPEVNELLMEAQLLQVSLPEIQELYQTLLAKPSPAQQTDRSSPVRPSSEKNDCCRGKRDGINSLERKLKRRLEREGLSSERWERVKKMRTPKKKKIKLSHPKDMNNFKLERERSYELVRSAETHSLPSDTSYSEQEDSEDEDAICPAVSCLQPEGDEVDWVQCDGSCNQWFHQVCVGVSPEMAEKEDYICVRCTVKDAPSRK
#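 Compound dilutions met 200 nM (final) KDM5BΔAP for 10 min at room temperature before substrate addition. The substrate mix held 12.5 µM H3K4me3 with cofactors 25 µM α-ketoglutarate and 50 µM Fe²⁺. NADH signal gain over 30 min defined activity.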
# * = called active by the depositor; ? = inconclusive; & = joins results of further samples; [ ] = remark or other dose. Potency is read from the fitted curve at half-maximal effect. A portion of the library; rates above refer to the full screens.
SMILES,KDM5B inh
CC(CN1CCN(C)CC1)OC(=O)COc1ccc(F)cc1 (centres undefined),-11.0%
O=C(Cc1ccsc1)N1CCCCCC1c1nnc(-c2ccccc2)o1 (centres undefined),-4.8%
N#Cc1c(C(F)(F)F)cc(-c2ccccc2)nc1SC/C=C/c1ccccc1,-5.3%
CCCn1c(=O)c2ccccc2n(CC(=O)N(C)c2ccccc2)c1=O,?
CCOC(=O)c1cnc(SCc2nc(-c3ccc(Cl)cc3)oc2C)nc1N,-12.0%
Cc1cc(F)ccc1C(=O)N1CCn2nc(Cc3ccccc3)cc2C1,10.6%
Cc1ccc(C)c(NC(=O)CSc2nnc(CNC(=O)c3ccco3)n2C)c1,23.2%
CC(C)N1C[C@H](O)C[C@H]1c1nnc2n1CCN(C(=O)c1nccn1C)CC2,-6.4%
CC(=O)NCC(=O)N1Cc2ccccc2CC2(CCN(CC3CCOCC3)CC2)C1,-7.7%[115 µM]
O=C(CCNS(=O)(=O)c1ccccc1)NCCCSc1ccccc1,-8.0%

# Next part, overlapping the part above by six compounds.
SMILES,KDM5B inh
CCOC(=O)c1cnc(SCc2nc(-c3ccc(Cl)cc3)oc2C)nc1N,-12.0%
Cc1cc(F)ccc1C(=O)N1CCn2nc(Cc3ccccc3)cc2C1,10.6%
Cc1ccc(C)c(NC(=O)CSc2nnc(CNC(=O)c3ccco3)n2C)c1,23.2%
CC(C)N1C[C@H](O)C[C@H]1c1nnc2n1CCN(C(=O)c1nccn1C)CC2,-6.4%
CC(=O)NCC(=O)N1Cc2ccccc2CC2(CCN(CC3CCOCC3)CC2)C1,-7.7%[115 µM]
O=C(CCNS(=O)(=O)c1ccccc1)NCCCSc1ccccc1,-8.0%
Fc1ccccc1CSc1nnc([C@@H]2CCCN2)o1,17.2%
COc1cccc(NC(=O)c2cc3c(N4CCSCC4)nc(C)cn3n2)c1,28.2µM*
COC(=O)c1ccc(CNC(=O)c2nc(Cn3nc(C)c(Br)c3C)no2)cc1,-13.5%
Cc1cc(C)c(-n2c(SCCS(=O)(=O)c3ccc(F)cc3)n[nH]c2=O)c(C)c1,-5.9%
[C-]#[N+][C@]12C(=O)[C@H](C=C(Cl)[C@@]1(C)C=C)C(C)(C)[C@H]1C(=O)N(C)c3cccc2c31,-11.9%
N#Cc1ccccc1OCc1ccc(-c2ccccc2C#N)cc1,-12.6%
CCCN(C)c1nccnc1OC1CCN(C(=O)C(C)C)C1 (centres undefined),?
O=C(CCC[C@H]1NC[C@@H]2C[C@H]1CN(Cc1ccccc1)C2)NC1CCN(Cc2ccccc2)CC1,-22.0%
CCOC(=O)c1cc2c(=O)n3ccccc3nc2n(CC(C)C)c1=NC(=O)c1c(-c2c(F)cccc2Cl)noc1C,?
COc1ccccc1Oc1ncccc1CNC(=O)c1ccc(CO)o1,20.0%
O=C(OCc1cc2ccccc2[nH]c1=O)c1ccc([N+](=O)[O-])cc1,4.5%
Cc1cccc(-c2cc(C3CCN(S(=O)(=O)c4ccc(C#N)cc4)CC3)[nH]n2)c1,-23.9%
CCOc1ccc(NC(=O)CSc2nc(-c3ccccc3)c3cc(OCC)ccc3n2)cc1,-7.1%
O=C(COc1ccc2ccccc2c1)Nc1nc2n(n1)C(c1ccccc1)CC(=O)N2 (centres undefined),-12.8%
CCc1ccccc1Nc1nn2c(=O)c3ccc(C(=O)Nc4cc(C)cc(C)c4)cc3nc2s1,?
O=S(=O)(c1ccc(F)cc1)N1CCOC[C@H](Oc2ccc(C(F)(F)F)cn2)C1,2.8%[86.2 µM]
COc1ccc(NC(=O)CCc2nnc3n(CC(C)C)c(=O)c4ccccc4n23)cc1OC,-5.2%
Cc1ccccc1S(=O)(=O)Cc1ccc(C(=O)NCCN(CC(C)C)CC(C)C)o1,-5.2%
O=C(c1ccccc1)N1CCCN(c2nc3ncccc3o2)CC1,?
CC[C@H]1CN(C(=O)c2ccnc(Cl)c2)CC[C@H]1CC(=O)Nc1ccccc1,9.5%[86.2 µM]

# Entries listed above marked active in KDM5B inh:
SMILES,KDM5B inh
COc1cccc(NC(=O)c2cc3c(N4CCSCC4)nc(C)cn3n2)c1,28.2µM*

# New compounds follow
SMILES,KDM5B inh
CCNC(=O)[C@@H]1C[C@H](NC(=O)c2ccn(CC)n2)CN1Cc1nc(C)no1,14.7%
COc1ccc(CNc2ncnc3c2CN(c2ccc(OC)cc2)C(=O)CN3C)cc1,?
O=C(OCc1coc(-c2ccccc2)n1)C1=NN(C2CCS(=O)(=O)C2)C(=O)CC1 (centres undefined),-20.0%
Cc1[nH]c2ccccc2c1C(=O)COc1cccc2ccccc12,1.7%
CCCc1cc(C(=O)NNC(=S)NC)cs1,31.2%[activator]
COc1cc(OC)c(NC(=O)c2c3c(nn2C)-c2ccccc2SC3)cc1Cl,?
O=S(Cc1ccc(Cl)cc1)Cc1cccc(F)c1 (centres undefined),3.2%
Cc1cc(C(=O)N2CCCC(c3nc(C4CCOCC4)no3)C2)n(C)n1 (centres undefined),8.2%
COCc1noc([C@@H]2CN(C3CCN(CC(C)C)CC3)C[C@H]2CO)n1,2.4%
COc1cccc(CNC(=O)Cn2nc(-c3ccc(C)cc3)ccc2=O)c1,?

# Ordered by formula weight (ascending): some entries from above
SMILES,KDM5B inh
CCCc1cc(C(=O)NNC(=S)NC)cs1,31.2%[activator]
CCNC(=O)[C@@H]1C[C@H](NC(=O)c2ccn(CC)n2)CN1Cc1nc(C)no1,14.7%
COc1ccc(CNc2ncnc3c2CN(c2ccc(OC)cc2)C(=O)CN3C)cc1,?

# Later entries.
SMILES,KDM5B inh
COc1ccc(Cl)cc1Nc1nc(N)nc(CN2CCN(Cc3ccc4c(c3)OCO4)CC2)n1,-1.7%
Cc1cccc(Cn2c(=O)n(CCC(=O)NCCc3ccc(Cl)cc3)c(=O)c3sccc32)c1,8.5%&-22.6%
COC(=O)[C@H](Cc1ccc(OC)cc1)NC(=O)[C@@H]1CN(C(=O)NC(C)C)CCN1C(=O)c1cccs1,-0.7%
CCc1ccc(-n2nnc(C(=O)Nc3nccs3)c2C)cc1,11.7%
Fc1ccccc1-c1noc(-c2nc(-c3ccncc3)no2)n1,36.5%[activator]
Cc1noc(C)c1[S+](=O)([O-])N1CCc2nc(C(C)C)nc(-c3ccc(O)cc3)c2C1,8.1%
O=S(=O)(c1ccc(Cl)cc1)c1nnn2c1nc(NC1CCCC1)c1sccc12,4.5%
O=C(Nc1ccccc1Br)N1CCC2(CC1)SCC(=O)N2Cc1ccco1,1.5%
COCCN1C(=O)c2cccn2CC1CNC(=O)c1cccc(OC)c1 (centres undefined),-10.6%
CN(CC1(C)CCOCC1)C(=O)c1ccc2c(c1)OCO2,4.5%
Cc1cc(C)c(S(=O)(=O)Nc2cccc(S(=O)(=O)N3CCOCC3)c2)c(C)c1,5.5%
CC(=O)COc1ccc2c(C)c(CC(C)C)c(=O)oc2c1,185.6%[activator]
CC(C1CC1)N(Cc1ccccc1)S(=O)(=O)c1ccc(Br)cc1 (centres undefined),5.7%
CC(C)NC[C@H]1O[C@@H]2C[C@@H](CC(=O)NC(C)C)O[C@@H]2[C@@H]1O,-9.4%[86.2 µM]
Cc1ccc(Nc2ncc(C(=O)Nc3ccc(F)cc3F)c3ccccc23)cc1Cl,?
CCCOc1c(Cl)cc(C(=O)Nc2nnc(CC)s2)cc1OC,2.1%
Cc1ccc2nc3n(c2c1)[C@@H](CNC(=O)COc1ccccc1)COC3,20.4%[86.2 µM]
CN(C(=O)c1nc(-c2cccc(F)c2)n2c1CCCCC2)c1ccccc1F,-9.5%
Cc1oc(-c2nc(C#N)c(NCc3ccccc3)o2)cc1S(=O)(=O)N1CCCCC1,?
O=C(c1ccn[nH]1)N1CCC(c2nc(CCOCC3CCOCC3)no2)C1 (centres undefined),30.3%
Cc1ccc(C)c(C(=O)N2CCN(c3cc(-c4ccc(Cl)cc4)[nH]n3)CC2)c1,?
O=C1C=CC(=O)N1c1cccc(-c2ccccc2)c1,?
Clc1nccc(N2CCN(c3ccccc3Cl)CC2)n1,19.7%
O[C@@H]1C[C@@H](c2nnc3n2CCN(CC2CC2)C3)N(Cc2cccnc2)C1,-29.7%
Cn1ccnc1C(O)(CC(=O)Nc1ccccc1)C(F)(F)F (centres undefined),-26.2%
COc1ccc2c(c1)CCN1C2CCN2C(=O)CCC21 (centres undefined),?
O=C(Nc1ccccc1-c1nc(Cc2ccccc2)no1)c1cccnc1,16.7%
COc1ccc(C(CCOC(=O)Oc2ccccc2)c2cc(OC)c(OC)c(OC)c2)cc1 (centres undefined),2.4%
COC[C@@H]1CN(C(=O)c2nn(C)c3ccccc23)C[C@H]1C(N)=O,-5.2%
CCCCCCCNC(=O)c1ccc(Nc2ccc(-c3cccc(C)c3)nn2)cc1,12.8%

# Next part (4 carried over from the part before).
SMILES,KDM5B inh
O=C(Nc1ccccc1-c1nc(Cc2ccccc2)no1)c1cccnc1,16.7%
COc1ccc(C(CCOC(=O)Oc2ccccc2)c2cc(OC)c(OC)c(OC)c2)cc1 (centres undefined),2.4%
COC[C@@H]1CN(C(=O)c2nn(C)c3ccccc23)C[C@H]1C(N)=O,-5.2%
CCCCCCCNC(=O)c1ccc(Nc2ccc(-c3cccc(C)c3)nn2)cc1,12.8%
CCc1ccc(NC(=O)C(Cc2ccccc2)NS(=O)(=O)c2ccc3c(c2)CCN3C(C)=O)cc1 (centres undefined),-9.7%
CNC(=O)[C@@H]1C[C@@H](O)CN1C1CCN(C(=O)c2ccc(OC)c(F)c2)CC1,12.5%
CCONC(=O)CSCc1ccc(C)cc1,16.1%
Cc1ccc(CN2CCN(C(=O)C3CCCCC(=O)N3C)CC2)cc1 (centres undefined),1.7%
CCCC(=O)c1ccc(N2CCN(C(=O)c3cccs3)CC2)c(F)c1,1.1%
COc1ccc(CNC(=O)CSc2nc(C3CC3)nc3ccccc23)cc1,16.7%
COc1ccccc1Oc1ncccc1CNC(=O)c1ccc2n[nH]nc2c1,19.2%
NCC(Cc1ccccc1F)c1ccccc1 (centres undefined),?
O=C(CCSCCc1ccccn1)Nc1cc(F)ccc1F,3.1%
COc1ccc(COCC(O)CN2CCCC(C(F)(F)F)C2)cc1 (centres undefined),?
O=C1/C(=C/c2ccco2)SC(=S)N1CC1CCCO1 (centres undefined),?
O=C1COc2ccc(-c3csc(Nc4ccc(F)c(Cl)c4)n3)cc2N1,-0.2%
Cc1cc(C(=O)N2CCC(Cc3nc(-c4ccccc4)n[nH]3)CC2)nn1C,-26.3%
CCOC(=O)C1CCN(C(=O)c2cccc(S(=O)(=O)NCc3ccccc3)c2)CC1,6.3%
C=CCSc1nc2c(c(=O)[nH]c(=O)n2C)n1CCCCCC,-1.7%
Cc1ccc(OCc2cc(=O)n3c(-c4ccccc4)csc3n2)cc1,?
CN(CC1CCCO1)C(=O)c1coc(COc2cccc(C(F)(F)F)c2)n1 (centres undefined),-7.7%
CN(CC(=O)N[C@H]1CCOC[C@H]1C1CCOCC1)Cc1ccccc1F,46.0%[activator]
CCSc1nc2sc3c(c2c(=O)n1-c1ccc(C)cc1)CCN(C)C3,?
COC(=O)c1ccc(CNC(=O)NOCc2ccccc2)cc1,21.5%
Cc1ccc(C(=O)N2CCC(N3C(=O)C(O)C34CCCCC4)CC2)s1 (centres undefined),27.8%
COc1ccc(CN2CCC3(CC(c4cccc(C(F)(F)F)c4)=NO3)C2)cc1 (centres undefined),?
O=c1c2cnc3nc(C(F)(F)F)nn3c2ccn1-c1ccc(F)c(F)c1,-81.0%
COc1ccc(NC(=O)N2Cc3[nH]cnc3C[C@H]2c2nc(-c3ccc(OC)cc3)no2)cc1,?
O=C(/C=C/c1cccc(F)c1)NC1CCN(Cc2ccccc2)CC1,26.1%
CC(C)(CC(=O)O)CC(=O)N1Cc2[nH]cnc2C[C@H]1C(=O)NC1CCCCC1,?
Cc1ccc(CNC(=O)CSc2nc3ccsc3c(=O)n2-c2ccc(Br)cc2)cc1,-26.8%
Cc1cn2nc(C(=O)N3CCC(C(=O)NC4CCCCC4)CC3)cc2c(=O)[nH]1,-17.7%
CCCc1cc(=O)[nH]c2nnc(SCC(=O)Nc3cccc(C)c3)n12,-3.5%
N#Cc1cccc(C(=O)OCc2cccnc2)c1,7.0%
Cc1nc(C(=O)Nc2nc(C(C)(C)C)cs2)nn1-c1ccc(Cl)cc1,19.1%
COCCNC(=O)CCCN1C(=O)COc2ccc(C(=O)COc3cc(C)ccc3F)cc21,-19.5%
Cc1ccccc1NC(=O)Nc1ccc2c(c1)N(C(=O)c1ccccc1)CC2,-3.4%
O=C(c1ccccc1)N1CCc2cc(CNS(=O)(=O)c3ccc(Cl)s3)ccc21,-1.7%
CC(C)(C)OC(=O)N1CCC(c2c(C(=O)NCc3ccccn3)cnn2-c2ccccc2Cl)CC1,-19.9%
CC(C)C(NC(=O)NCc1ccn[nH]1)c1ccc2c(c1)OCCCO2 (centres undefined),16.3%
Cc1ccc(C(=O)NCC(=O)N2CCN(c3ccccn3)CC2)cc1,28.2µM*
Cc1ccc(NC(=O)C2CCCN(c3cnccn3)C2)c(C)c1 (centres undefined),?
CCCN1CCCC12Cc1ccccc1CN(C(=O)CNC(C)=O)C2 (centres undefined),-15.2%[115 µM]
N#Cc1cc(C(=O)c2ccccc2OCC(=O)Nc2ccc(F)cc2)cn(C2CCCCC2)c1=O,-11.0%
CCc1ccc2oc(=O)cc(CN3CCN(CC(=O)Nc4ccc5c(c4)OCCO5)CC3)c2c1,13.7%
CCOC(=O)c1cnc2ccccc2c1N1CCOCC1,11.2%
CCc1ccc(OCC(=O)NCC(c2ccc(OC)cc2)N2CCOCC2)cc1 (centres undefined),-9.8%
Cc1cc(C(=O)C(C)Sc2nnnn2C2CCCC2)c(C)n1Cc1ccco1 (centres undefined),-8.3%
Cc1nc2cc(NS(=O)(=O)c3ccc(C#N)cc3)ccc2o1,-5.2%

# Compound activity deposited in PubChem by National Center for Advancing Translational Sciences (NCATS).
